Screening data: PubChem BioAssay, National Center for Advancing Translational Sciences (NCATS)
Mito fusion yeast: blocks mitochondrial division or promotes mitochondrial fusion. S. cerevisiae fusion-defective mutant growth rescue, CellTiterGlo 48 h. Potency, µM (top dose mostly 46.1 µM), without a hit: at the highest dose growth rescue (activation), actives largely listed as activators. actives 0.23% (n = 320,000). AID 485298;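 also: potency is read from the fitted curve at half-maximal effect; % of control where 0% means no effect; nearly all actives have a fitted effect of over 45% in size; temperature-sensitive fusion mutants such as fzo1-1 at 37 °C on non-fermentable ethanol glycerol medium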
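Temperature-sensitive fusion-defective S. cerevisiae (e.g. fzo1-1, mgm1-5) were grown with compound in YPEG medium (3% ethanol, 3% glycerol) for 48 hours at 37C. Growth rescue was measured as viability by CellTiterGlo luminescence after 10 minutes at ambient.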
TSHR antag: antagonists of human thyroid stimulating hormone receptor; TSHR-expressing cells, TSH-stimulated cAMP HTRF, 2 h; hits give low values; activity change, negative = inhibition, % at 11.5 µM; P16473; actives 0.2% (n = 330,000);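 active = activity change below a set negative limit, meaning inhibition stronger than a set level, cut at about -70% in these data; inconclusive = activity change between two set negative limits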; also: % is scaled to controls: 0 for no effect and ±100 for the full control effect
Target sequence (P16473 whole entry, looked up): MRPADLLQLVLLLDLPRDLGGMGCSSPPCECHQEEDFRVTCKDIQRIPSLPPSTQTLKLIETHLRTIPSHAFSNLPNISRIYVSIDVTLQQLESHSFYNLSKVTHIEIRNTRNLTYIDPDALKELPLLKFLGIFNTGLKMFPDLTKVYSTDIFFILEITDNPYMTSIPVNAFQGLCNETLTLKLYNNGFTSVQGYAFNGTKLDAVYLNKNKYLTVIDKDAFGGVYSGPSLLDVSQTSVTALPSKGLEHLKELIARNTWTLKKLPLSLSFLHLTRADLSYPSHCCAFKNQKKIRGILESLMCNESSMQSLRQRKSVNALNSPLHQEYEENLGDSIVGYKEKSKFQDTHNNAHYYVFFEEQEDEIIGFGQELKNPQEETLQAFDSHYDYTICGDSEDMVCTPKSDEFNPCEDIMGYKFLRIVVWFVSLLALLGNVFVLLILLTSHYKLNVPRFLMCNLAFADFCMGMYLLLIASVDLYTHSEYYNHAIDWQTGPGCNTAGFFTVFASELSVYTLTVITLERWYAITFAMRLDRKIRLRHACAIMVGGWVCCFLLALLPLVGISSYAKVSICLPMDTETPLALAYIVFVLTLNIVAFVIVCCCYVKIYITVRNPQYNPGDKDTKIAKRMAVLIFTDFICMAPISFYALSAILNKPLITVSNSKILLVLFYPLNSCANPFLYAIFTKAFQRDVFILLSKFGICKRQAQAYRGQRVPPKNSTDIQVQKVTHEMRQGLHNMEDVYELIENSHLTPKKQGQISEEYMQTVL
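Competitive HTRF cAMP read-out (cryptate anti-cAMP antibody, cAMP-d2; 30 min, room temperature) in freshly harvested TSHR cells. Compounds added before TSH at EC80 (4nM final), followed by 2 hours' incubation at 37 deg C.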
TCR act: activators of T cell receptors | AID 504894 | Potency, µM (series often up to 9.22 µM), for inactives: at the highest dose activation of IL-2 secretion, actives largely listed as activators | 330,000 tested, under 10 active | primary human leukocytes, anti-CD3, IL-2 HTRF, 48 h; also: % of control where 0% means no effect
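Using a-CD3 beads without co-stimulation, primary human leukocytes were exposed to compounds for 48 hr. An HTRF IL-2 kit measured the cytokine, with europium-to-d2 energy transfer producing emission at 665nm upon 320nm excitation.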
Chronic BCR inh: blocks chronic active B-cell receptor signaling | ABC-DLBCL IkBa-CBG/CBR reporter, luminescence ratio, 4 h | Potency, µM (titrated, usually from 46.1 µM), for inactives: top-dose ratio change, negative = lower green/red ratio, usual class: inhibitors | actives 0.05% (n = 340,000) | AID 493014; active = well fitted inhibition curve with a large enough effect in the signal ratio, with a control signal flat, not every such curve was filed as active; inconclusive = small, poorly fitted or top-dose-only effect, or effect the other way, or a change in a side signal; the % refers to the signal ratio;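 also: potency is read from the fitted curve at half-maximal effect; plate controls were basal doxycycline-induced cells for no effect and cells given 10 µM MG132 for full effect; MG132 reads +100%, hits lower the ratio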
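Cell line TMD8 (human ABC DLBCL), stably expressing tet-inducible CBG68-IkBa fusion and CBR; IMDM/0.5% FBS; cpd up to 46 uM; dox induction, 4 h, 37C/5% CO2; dual luminescence; green/red ratio; MG132 control.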
Eya2 phos inh: inhibitors of human Eya2 phosphatase activity. O00167. recombinant Eya2, OMFP fluorescence dephosphorylation (OMFP is methylfluorescein phosphate). Potency, µM (top dose mostly 76.9 µM), for inactives: top-dose activity, negative = inhibition, most hits filed as inhibitors. actives 0.006% (n = 330,000); also: potency is read from the fitted curve at half-maximal effect; % is scaled to controls: 0 for no effect and ±100 for the full control effect
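Eya2 (0.2 uM) preincubated 10 min at ambient with compound, then OMFP substrate added at 50 uM; 10 min reaction in 50 mM HEPES pH 7.5, 50 mM NaCl, 5 uM MgCl2, 0.05% BSA, 1 mM DTT. Fluorescence read at Ex 485/Em 525 nm.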
Tb PFK block: inhibitors of T. brucei phosphofructokinase. O15648. T. brucei PFK, ADP-Glo luminescence. Potency, µM (series often up to 57.5 µM), for inactives: top-dose activity, negative = inhibition, hits mostly inhibitors. actives 0.17% (n = 330,000);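 also: potency is read from the fitted curve at half-maximal effect; 0% = uninhibited 1x PFK enzyme wells and -100% = no-enzyme wells; nearly all actives have a fitted effect of over 60% in size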
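Activity is normalized to no-enzyme wells (full inhibition) and 1.25 nM enzyme wells (no inhibition). Reaction: 0.5 mM F6P, 0.1 mM ATP, 45 min RT, ADP-Glo luminescence; concentration-response curves fitted and classed by quality.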
B2AR arrestin: agonists driving beta-arrestin recruitment to human beta2-adrenergic receptor. P07550. beta-arrestin recruitment to beta2AR, cell-based reporter. Potency, µM (titrated, usually from 46.1 µM), inactives show top-dose activation, usual class: activators. actives 0.02% (n = 330,000);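 also: potency is read from the fitted curve at half-maximal effect; 0% = DMSO controls and full agonism = EC100 isoproterenol or metaproterenol; nearly all actives have a fitted effect of over 65% in size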
USP2a inh: inhibitors of human ubiquitin-specific protease USP2a; O75604; USP2 core, Ub-CHOP2 coupled fluorogenic reporter, 485/531; Potency, µM (highest dose often 38.3 µM), without a hit: at the highest dose activity change, negative = inhibition, usual class: inhibitors; actives 0.01% (n = 330,000); AID 463254;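 also: potency is read from the fitted curve at half-maximal effect; plate controls were DMSO wells for no effect and full inhibition by NEM control for full effect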
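Cell-free coupled assay: 10nM USP2 core preincubated 30min RT with compound in Tris-HCl pH 8.0/CaCl2/CHAPS buffer, then 25nM Ub-CHOP2 and 25nM reporter substrate; fluorescence (Ex 485/Em 531) read after 60min RT, normalized to NEM inhibition, concentration-response curves fitted.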
PTAP TSG101 blk: blocks PTAP/TSG101 interaction to inhibit HIV-1 budding; Q99816; Fluorescence polarization, FITC-PTAP peptide / Tsg101 binding; Potency, µM (titrated, usually from 115 µM), for the others: top-dose activity change, negative = inhibition, actives largely listed as inhibitors; 340,000 tested, under 10 active; AID 493005; active = well fitted inhibition curve with a large enough effect in the main read-out, with a control signal flat, not every such curve was filed as active; inconclusive = small, poorly fitted or top-dose-only effect, or effect the other way, or a change in a side signal; inactive = no such curve, though single readings can be large or run the other way; also: potency is read from the fitted curve at half-maximal effect; % of control where 0% means no effect
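Fluorescence polarization binding of Tsg101 binding domain (10 uM final) to FITC-labeled PTAP peptide (50 nM final) in HEPES pH 7.5 buffer with NaCl, Tween 20, EDTA, TCEP. Compounds added before peptide; binding 20 min at RT.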
ELG1 repair inh: inhibitors of ELG1-dependent DNA repair in HEK293T cells; HEK293T ELG1-luciferase reporter, luminescence, 16 h; DNA damage induced by 5-fluorouridine; Potency, µM (titrated, usually from 46.1 µM), inactives show at the top dose activity change, negative = inhibition, hits mostly inhibitors; actives 2.3% (n = 330,000); also: potency is read from the fitted curve at half-maximal effect; % is scaled to controls: 0 for no effect and ±100 for the full control effect; nearly all actives have a fitted effect of over 55% in size
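DMSO vehicle served as the neutral condition. Each well held 2,000 cells given 5-fluorouridine plus compound; after 16 hr at 37 °C/5% CO2, ONE-Glo was added and luciferase measured 30 min later.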
uPA generation: blocks generation of uPA at the cell surface; actives 0.31% (n = 330,000); cell surface uPA generation assay, qHTS; Potency, µM (doses to about 38.3 µM), for the others: top-dose activity change, negative = inhibition, actives largely listed as inhibitors; active = well fitted inhibition curve with a large enough effect; inconclusive = small, poorly fitted or top-dose-only effect; inactive = no such curve, though single readings can be large or run the other way; tested in mouse RAW 264.7 cells; also: potency is read from the fitted curve at half-maximal effect; % is scaled to controls: 0 for no effect and ±100 for the full control effect; nearly all actives have a fitted effect of over 55% in size
* hit, by the source's call; ? = inconclusive; . = not tested or not shown; [ ] = another dose, or the depositor's remark. Unless noted, calls follow the shape of the dose curve; as a rule, active = well fitted curve in the direction sought with a large enough effect; inconclusive = small, poorly fitted or top-dose-only effect, or another doubt; inactive = no such curve, though single readings can be large; an effect the other way counts as inactive or inconclusive.

SMILES	Mito fusion yeast	TSHR antag	TCR act	Chronic BCR inh	Eya2 phos inh	Tb PFK block	B2AR arrestin	USP2a inh	PTAP TSG101 blk	ELG1 repair inh	uPA generation
C/C(CC(=O)Nc1ccc(N(C)C)cc1)=N\NC(=O)c1ccccc1F	-5%	8	5%	?	5%	3%	4.9%	-2%	-3%	?	-3%
C=CCn1c(C)cc(C(=O)COc2nncc3ccccc23)c1C	1%	-2	1%	7%	27%[15.4 µM]	4%	-1.1%	1%	-3%	?	-2%
O=C(Nc1ccc(Cl)cc1)NC1CCCCNC1=O (stereo unspecified)	3%	-15	6%	-17%	1%	1%	0.0%	0%	6%	?	5%
COc1cccc(NC(=S)NCc2ccccc2)c1	-12%	-1	.	1%	-6%	1%	-0.4%	-1%	-6%	?	1%
COc1ccc(OCCNc2cc(Cl)ccc2[N+](=O)[O-])cc1	4%	-13	.	?	-17%	0%	-0.1%	-1%	-1%	22%	-8%
COc1ccc(C)cc1NC(=O)c1nnn(Cc2cccc(F)c2)c1N	2%	3	-1%	?	-27%	0%	-0.2%	0%	0%	-5%	-21%
Cc1cc(C)n(C(=O)c2ccc(C)c(Br)c2)n1	0%	-7	-2%	-3%	6%	-4%	-0.1%	1%	-3%	?	-10%
C/C(=N\NC(=O)C(C)n1nc(C)c([N+](=O)[O-])c1C)c1ccccc1O (stereo unspecified)	-5%	-6	-3%[46.1 µM]	?	2%	0%	1.6%	-1%	-3%	-12%	?
COc1ccc(-c2nc(N3CCN(C)CC3)sc2-c2ccc(OC)cc2)cc1	-31%[inhibitor]	6	-2%	2%	-13%	-1%	-0.3%	-1%	1%	2%	0%
Nc1ccc(C(=O)Nc2nc3ccccc3s2)cc1	8%	-7	-6%	?	5%	-1%	-0.5%	1%	-2%	?	?
Cc1c(C(=O)NCCN2CCCC(O)C2)oc2c(F)cccc12 (stereo unspecified)	-1%	3	1%	-7%	-1%	-2%	-0.6%	1%	-9%	-9%	8%
COc1ccc(/C=C2\CCc3ccccc3C2=O)cc1Cn1nc(C)cc1C	11%	-9	-3%	10%	-21%	1%	-0.1%	-2%	0%	-24%	-9%
CCC(O)CNc1nc(-n2nc(C)cc2C)nc2sc3c(c12)CCCC3 (stereo unspecified)	-6%	-7	.	3%	11%[15.4 µM]	6%	0.2%	4%	.	19%	.
Cn1c(SCC(=O)NC(=O)c2cccc([N+](=O)[O-])c2)nnc1-c1ccc(F)cc1	-2%	7	1%[46.1 µM]	4%	0%	0%	-0.4%	-1%	-3%	2%	1%
O=c1[nH]c(CN2CCN(S(=O)(=O)c3ccc(Cl)cc3)CC2)nc2cc(Cl)ccc12	?	-7	1%[46.1 µM]	?	-6%	1%	-0.1%	0%	-1%	?	1%
CC(=O)N1CCN(c2ccc(NC(=O)c3ccc([N+](=O)[O-])o3)cc2Cl)CC1	-9%	-13	9%	?	2%	2%	-0.4%	-1%	-5%	18µM*	-4%
C[C@@H](CN1C2=NC[C@H](C)N2C[C@H]1Cc1ccc(O)cc1)NC(=O)CCC1CCCCC1	-1%	-8	0%	-1%	11%	3%	-0.3%	1%	-3%	6%	1%
COc1cc(CNCc2cccs2)ccc1OCC(N)=O	0%	10	1%	-2%	2%	0%	0.4%	1%	-2%	0%	2%
CCN(CC)CCn1c(=S)[nH]c2ccc(Cl)cc2c1=O	-4%	-13	-30%	3%	7%	?	-0.1%	0%	-1%	0%	.
CCN(Cc1ccccc1)C(=O)c1ccc(CNS(=O)(=O)c2ccc(C)cc2)cc1	10%	10	5%	-6%	2%	-5%	-0.2%	0%	-3%	-24%	-5%
CCOc1cc(/C=N/O)ccc1OCC(=O)Nc1cccc(C)c1	?	39	0%[46.1 µM]	1%	5%	0%	-0.2%	-1%	2%	-10%	-4%
COC(=O)c1ccc2nc(NC(=O)C(C)C)sc2c1	11%	-13	.	?	-2%	-1%	0.0%	-2%	-8%	?	-15%
Cc1cc(NC(=O)CCC(=O)N(Cc2ccco2)C2(C(=O)NC3CCCCC3)CCCCC2)no1	1%	5	4%	-1%	-3%	-2%	-0.2%	-1%	-1%	6%	3%
Cc1ccc(C(=O)OCC(=O)N2CCCCCC2)cc1S(=O)(=O)N1CCOCC1	.	-8	3%	-4%	3%	3%	0.9%	2%	-1%	6%	-2%
Cc1ccc(CNC(=O)CCS(=O)(=O)c2ccc3c(c2)NC(=O)CS3)cc1	2%	10	-1%	-3%	-8%	3%	-1.5%	0%	-3%	3%	0%
Cc1cccc(C[C@H](C(=O)O)N2C(=O)c3ccc(C(=O)O)cc3C2=O)c1	5%	-14	.	-9%	-30%	7%	-0.3%	1%	.	.	.
COCc1ccc(CN2CCCCC2C(=O)Nc2ccc(Oc3ccccc3)nc2)o1 (stereo unspecified)	-1%	-8	0%	?	-1%	2%	-0.1%	3%	-5%	-12%	?
Cc1cc(SCC(=O)N/N=C/c2ccc(O)c(O)c2)c(C)cc1Br	8%	-22	0%	?	0%	2%	0.3%	-4%	-2%	0%	-5%
Cc1cc(C(=O)CSc2nncs2)c(C)n1Cc1ccco1	6%	-5	21%	18%	9%	-3%	-0.2%	8%	-2%	?	-12%
O=C(NCC1CCCO1)c1ccc(COCC(F)(F)C(F)F)cc1 (stereo unspecified)	0%	8	6%	-15%	7%	-11%	-0.6%	1%	-6%	?	-6%
Cc1ccc2c(c1)c1nnc(SCC(=O)Nc3cccc(Cl)c3C)nc1n2CC(=O)O	5%	16	-5%	0%	-1%	1%	0.5%	-1%	-4%	-7%	1%
CN(C)S(=O)(=O)N1CCN(c2ccc([N+](=O)[O-])c(NC3CC3)c2)CC1	0%	-3	6%	-5%	?	2%	-0.2%	-3%	0%	-29%	-5%
Cc1sc(-c2cccnc2)nc1OC(=O)C1CC1	2%	7	3%	2%	9%	4%	0.2%	-1%	-3%	-3%	-1%
COCCn1c(SCC(=O)Nc2ccc3[nH]c(=O)[nH]c3c2)nc2ccccc21	.	1	3%	-3%	3%	-17%	0.5%	3%	0%	-2%	-1%
CN(NC(=O)c1ccccc1F)c1nc(C(F)(F)F)nc2ccccc12	-22%	6	3%	?	3%	1%	-0.2%	-1%	-2%	10%	-15%
NS(=O)(=O)c1ccc(NCC2COc3ccccc3O2)c([N+](=O)[O-])c1 (stereo unspecified)	2%	1	-2%	?	-3%	-13%	0.1%	3%	-2%	11%	4%
CCC(C)(C)n1nnnc1C(c1ccccc1F)N1CCC(C(N)=O)CC1 (stereo unspecified)	0%	-3	3%	3%	16%	-2%	7.6%	-1%	-2%	8%	2%
CN(C)c1ccc(C(=S)Nc2ccccc2)cc1	6%	10	0%[46.1 µM]	?	5%	-4%	-0.2%	3%	-1%	?	-11%
COc1ccc(OC)c(S(=O)(=O)N2CCN(C)CC2c2ccccc2)c1 (stereo unspecified)	.	8	5%	2%	-3%	-6%	-0.4%	4%	1%	-8%	-4%
CN(C)c1ccc(NC(=O)c2cccc(N3C(=O)CCC3=O)c2)cc1	-7%	-15	0%	?	-1%	4%	0.1%	5%	-7%	?	-15%
O=[N+]([O-])c1cc2c(cc1[N+](=O)[O-])OCCOCCOCCOCCO2	-7%	-12	3%	?	8%	-2%	0.5%	10%	-5%	-18%	-18%
COC(=O)c1ccc(NC(=O)CCNS(=O)(=O)c2cccc3nonc23)cc1	1%	-8	.	?	-12%	7%	0.1%	-1%	-5%	0%	1%
Cc1ccc(C(O)P(=O)(OCc2ccccc2)c2ccc(N(C)C)cc2)cc1 (stereo unspecified)	7%	7	2%	?	10%	0%	-0.3%	0%	-9%	0%	-4%
C(=N\c1nccs1)/c1cccnc1	-4%	16	-2%[46.1 µM]	-2%	-2%	14%	-0.2%	1%	1%	15%	2%
Cc1ccc(-n2c(SCC(=O)Nc3ccc4cn[nH]c4c3)nnc2-c2ccco2)cc1	-1%	-11	-5%	-6%	15%	-4%	-0.7%	0%	-1%	?	9%
